# Bioassay records from PubChem.
# TRPC6 act = activators of mouse TRPC6 channel. Q61143. HEK293-TRPC6 membrane potential dye fluorescence; active compounds read high. B-score at 10 µM. 310,000 tested, 0.13% active;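 active means B-score of the integrated fluorescence ratio above library mean plus 3 SD, and starting fluorescence ratio within library mean plus 5 SD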;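 further: higher score means more depolarization so channel activation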
# TRPC4 inh = TRPC4 (mouse) channel inhibition | AID 2247 | Q9QUQ5 | B-score at 10 µM | 300,000 tested, 0.39% active | HEK293 TRPC4beta/mu-opioid, DAMGO-evoked Fluo4 calcium flux; active compounds read low;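 active means B-score over 3 SD under the library average, no early fluorescence shift, positive overall ratio signal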
#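 Assay system – HEK293 line stably carrying TRPC4beta and mu-opioid receptor · Doses – single dose · Detection – Fluo4 calcium-dye fluorescence, kinetic read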
# MrgX1 ag = human MrgX1 receptor agonism, primary screen | Q96LB2 | MrgX1-HEK293 cells, Fluo-4 calcium fluorescence, agonist mode; active compounds read high | B-score at 10 µM | 310,000 tested, 0.44% active | AID 588627;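 active means calcium response B-score plate-corrected fluorescence ratio at least 3 library SD, with starting fluorescence B-score inside 5 SD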
# Target sequence (Q96LB2 whole entry, looked up): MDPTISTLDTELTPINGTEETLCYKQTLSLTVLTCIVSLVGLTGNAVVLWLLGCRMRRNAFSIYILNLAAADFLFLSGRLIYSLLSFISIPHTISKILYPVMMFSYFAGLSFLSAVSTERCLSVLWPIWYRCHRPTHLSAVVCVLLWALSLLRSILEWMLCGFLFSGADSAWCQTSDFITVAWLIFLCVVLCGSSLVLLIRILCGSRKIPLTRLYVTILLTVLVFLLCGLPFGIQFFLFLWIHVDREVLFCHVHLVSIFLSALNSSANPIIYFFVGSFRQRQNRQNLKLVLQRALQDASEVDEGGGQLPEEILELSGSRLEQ
#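 Test system: HEK293 cells stably expressing human MrgX1 receptor; Input: fifteen thousand cells per well; Dosing: compound delivered in addition one of three; Schedule: overnight seeding, then 1 h dark dye loading; Technique: Fluo-4 NW calcium fluorescence; Measure: B-scored fluorescence response ratio; Controls: positive and negative controls per plate.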
# HIF activator = HIF pathway transcriptional activation; U2OS HRE-luciferase reporter, luminescence; normalized: DMSO 0%, desferrioxamine 100%; activation, % at 7.5 µM (by protocol); 300,000 tested, 0.32% active;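 active means mean activation of at least 10% of the iron chelator positive control signal, with at least half of replicates also reaching 10%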
# RGS4 block = inhibitors of human RGS4; P49798; HEK293 M3R/RGS4 inducible, Fluo-4 calcium flux; active compounds read high; triggered by carbachol at its EC20; B-score at 10 µM; 310,000 tested, 0.45% active;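 active means B-score, a plate-corrected calcium signal, over three deviations above library mean, with baseline fluorescence within five deviations of library mean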;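 further: RGS4 expression induced by doxycycline in cells with stable M3 receptor; B-score is computed from the integrated fluorescence ratio over baseline after carbachol; higher B-score means a larger calcium signal and so more RGS4 inhibition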
# Target sequence (P49798 whole entry, looked up): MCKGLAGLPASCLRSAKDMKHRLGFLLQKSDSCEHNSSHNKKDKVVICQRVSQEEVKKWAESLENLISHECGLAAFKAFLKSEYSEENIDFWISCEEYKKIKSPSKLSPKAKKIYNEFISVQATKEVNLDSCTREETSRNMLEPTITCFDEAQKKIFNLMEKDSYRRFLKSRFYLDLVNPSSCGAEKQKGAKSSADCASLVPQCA
# MrgX1 antag = blocks BAM8-22 activation of human MrgX1 receptor. Q96LB2. MRGX1-HEK293 calcium flux, Fluo-4, BAM8-22 antagonism; active compounds read low. B-score at 10 µM. 310,000 tested, 1.3% active;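 active means calcium-response B-score plate-corrected more than 3 library SD below zero, starting fluorescence within 5 deviations, no agonist response on first addition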;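 further: peak minus trough fluorescence over baseline after final BAM8-22 challenge near maximal dose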
# RGS4 act = RGS4 potentiation or activation; 310,000 tested, 0.92% active; HEK293 M3R/inducible RGS4, carbachol calcium flux Fluo4; active compounds read low; B-score at 10 µM;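 active means B-score of the integrated calcium signal more than 4 SD below the library mean, with starting fluorescence not abnormally high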;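 further: negative B-score means reduced calcium response which marks RGS4 activation or potentiation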
#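 Also added: carbachol at ECmax as muscarinic agonist stimulus; Assay system: HEK293 cells with stable M3R and inducible RGS4; Timing: overnight RGS4 induction, 30 min dye load 37 °C, 20 min compound RT; Measured by: Fluo4-AM (2 µM) calcium-flux fluorescence, kinetic read.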
# Platelet DG rel = modulates dense granule release in human platelets. AID 1663. 300,000 tested, 0.22% active. inhibition, %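 (compounds screened at 7.5 µM in platelet-rich plasma)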. human platelet-rich plasma, SFLLRN dense granule ATP release, luminescence;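 active means mean replicate score, as percent of positive control, at or above 50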
# SKKanGAS inh = inhibitors of SKKanGAS S. pyogenes growth in kanamycin (SK-promoter or general growth effect) | BacTiter-Glo, 6 h | inhibition, % at 7.5 µM | 300,000 tested, 1.3% active;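 active means mean replicate score, as percent of positive control median, at least 50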;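 further: strain carries kanamycin resistance gene driven by streptokinase promoter and grows in 40 µg/ml kanamycin; loss of luminescence reflects streptokinase promoter inhibition or plain growth inhibition; 0% = median of DMSO wells and 100% = positive control at its reference dose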
# MrgX1 allo act = human MrgX1 positive allosteric modulation, primary screen; 310,000 tested, 0.63% active; AID 588675; Q96LB2; MrgX1-HEK293, Fluo-4 calcium flux, FDSS; active compounds read high; B-score at 10 µM;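 active means plate-corrected calcium response at least 3 library SD above typical, normal starting fluorescence, not activating the receptor alone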;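 further: compound read alongside a low EC10 to EC30 dose of BAM8-22 agonist; peak minus trough fluorescence over baseline measured at the second addition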
# TRPC6 inhibitor = mouse TRPC6 channel inhibition; AID 2553; Q61143; 310,000 tested, 1.1% active; HEK293-TRPC6, membrane potential dye, ACh-evoked depolarization; active compounds read low; B-score at 10 µM;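 active means B-score under library mean minus 3 SD, initial fluorescence not abnormally high, positive integrated signal ratio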;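 further: B-score derived from integrated fluorescence ratio over the kinetic read; more negative B-score means stronger inhibition of depolarization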
# Numbers without * were called inactive; i = inactive; nt = not tested or not shown.
SMILES,TRPC6 act,TRPC4 inh,MrgX1 ag,HIF activator,RGS4 block,MrgX1 antag,RGS4 act,Platelet DG rel,SKKanGAS inh,MrgX1 allo act,TRPC6 inhibitor
CN(CC(=O)NCc1ccco1)S(=O)(=O)c1ccc2c(c1)c(=O)n(C)c(=O)n2C,i,i,i,0.4,i,i,i,6,0,i,i
Cc1nc2c(c(=O)n1CCC1=CCCCC1)c1nc3ccccc3nc1n2/N=C/c1ccccc1,i,i,i,0.0,i,i,i,-2,28,i,i
O=C(CSc1nc2ccccc2[nH]1)Nc1nc(-c2ccccc2)c(-c2ccccc2)o1,i,i,i,0.7,i,i,i,-6,0,i,i
Cc1sc2nc(CN3CCCC3)nc(Cl)c2c1C,i,i,i,0.0,i,i,i,20,5,i,i
Cc1ccc(-n2nc(-c3ccco3)cc2C(=O)NCc2cccnc2)cc1,i,i,i,0.5,i,i,i,nt,4,i,i
COc1ccc(COCC(O)CN2CCOCC2)cc1OC (centres undefined),i,i,i,0.4,i,i,i,-10,-2,i,i
Cc1cc(C)c2c(N)c(C(=O)N3CCc4ccccc4C3)sc2n1,i,i,i,1.3,i,i,i,-3,5,i,i
CCOC(=O)C1(C)NC(c2ccc(OC)c(OC)c2)C2C(=O)N(CC)C(=O)C21 (centres undefined),i,i,i,-0.4,i,i,i,-6,-24,i,i
CC(C)CN1CCC(=O)N([C@H](CSc2ccc(Br)cc2)Cc2ccccc2)CC1,i,i,i,-0.1,i,i,i,-3,7,i,i
Cc1nn(CCC(=O)NNC(=S)Nc2ccccc2)c(C)c1Br,i,i,i,0.4,i,i,i,4,-4,i,i
COc1ccc(/C=C/C(=O)OCC(=O)Nc2ccc(Cl)c(S(=O)(=O)N(C)C)c2)cc1OC,i,i,i,0.1,i,i,-9.4*,5,12,i,i
NC(N)=NS(=O)(=O)c1ccc(N/C=C\C(=O)c2ccncc2)cc1,i,i,i,-0.5,i,i,i,-3,-4,i,i
C/C(=N\Nc1ccccc1[N+](=O)[O-])c1ccccc1O,i,i,i,2.8,i,i,i,-3,0,i,i
CCc1nnc(N/N=C/c2c(F)cccc2Cl)n1N,i,i,i,0.6,i,i,i,3,-3,i,i
CNC(=S)N/N=C/c1ccc(-c2ccc(Cl)c([N+](=O)[O-])c2)o1,i,i,i,0.3,i,i,i,5,-9,i,i
COc1cc(C(=O)NCCCN2CCCC2=O)cc(OC)c1OC,i,i,i,0.2,i,i,i,-8,5,i,i
COc1ccc(CCNC(=O)C2Cc3ccccc3C(=O)O2)cc1 (centres undefined),i,i,i,-0.5,i,i,i,5,1,14*,i
Cc1ccc(-n2nc3c(=O)n(CC(=O)NCc4ccccn4)nc(C)c3c2C)cc1,i,i,i,0.0,i,i,i,7,2,i,i
CCOC(=O)Cc1csc(NC(=O)CCCc2ccccc2)n1,i,i,i,0.7,i,i,i,0,1,i,i
CN(C)CCNC(=O)c1ccc(CS(=O)(=O)c2ccc(Br)cc2)o1,i,i,i,-0.2,i,i,i,-2,-10,i,i
CC1CCN(CCCN2C(=O)C3C(C(=O)Nc4cccc(Cl)c4)C4C=CC3(O4)C2C(=O)NC2CCCCC2)CC1 (centres undefined),i,i,i,-0.8,i,i,i,-3,-10,i,i
C/C(CCc1oc2ccc(Br)cc2c1-c1ccc(C)o1)=N/O,i,i,i,-39,i,-6.3*,i,-10,-6,i,i
O=C(O)c1ccccc1-c1ncc(-c2ccccc2)o1,i,i,i,-0.2,i,i,i,-8,-6,i,i
CCC(CC)C(=O)Nc1cccc(/C(C)=N/NC(=O)c2c(Br)cnn2C)c1,i,i,i,0.4,i,i,i,6,-4,i,i
COc1cc(/C=N/NC(N)=O)cc([N+](=O)[O-])c1O,i,i,i,0.1,i,i,i,-1,-1,i,i
C=CCc1ccccc1OCC(O)CN1C(=O)c2ccccc2C1=O (centres undefined),i,i,i,-1.9,i,i,i,0,0,i,i
COc1ccccc1CCNS(=O)(=O)CCNC(=O)c1ccc2c(c1)OCO2,i,i,i,-0.2,i,i,i,-6,11,i,i
CCN(C(=S)NC(=O)CCc1ccccc1)c1ccccc1,i,i,i,-0.3,i,i,i,2,-5,i,i
COc1cccc(NC(=O)N(CCCN2CCOCC2)C(C)c2cc3ccccc3o2)c1 (centres undefined),i,i,i,1.7,i,i,i,-4,-2,i,i
COC(=O)c1ccccc1C(=O)N1CCCC(C(=O)c2cc(F)ccc2F)C1 (centres undefined),i,i,i,-0.7,i,i,i,3,1,i,i
Cc1cc(C(=O)NCCCN2CCCC2=O)no1,i,i,i,0.0,i,i,i,-1,7,i,i
CC1(C)C2CCC1(C)C(OC(=O)c1ccccc1C(=O)O)C2 (centres undefined),i,i,i,-0.4,i,i,i,4,5,i,i
COCCN1C(=O)c2ccccc2C(C(=O)N2CCN(c3ccccn3)CC2)C1c1ccc(F)cc1 (centres undefined),i,i,nt,0.0,i,nt,i,-2,-4,nt,i
Cc1cc(NC(=O)CCC(=O)N(CC2CCCO2)C(C(=O)NC2CCCC2)c2cccnc2)no1 (centres undefined),i,i,i,0.1,i,i,i,3,-8,i,i
CC(C)CCSc1nc2c(c(=O)[nH]c(=O)n2C)n1CCc1ccccc1,i,i,i,0.1,i,i,i,4,-2,i,i
O=C(NC1CCOc2ccccc21)C1CCCC1 (centres undefined),i,i,i,-0.9,i,i,i,-1,-1,i,i
CC(C)(C)C(=O)O/N=C(\N)COc1cccc(Cl)c1,i,i,i,3.8,i,i,i,3,3,i,i
CC(C)N(Cc1nnc(-c2ccc(Cl)cc2)o1)C(=O)C1=COCCO1,i,i,i,0.4,i,i,i,-5,-1,i,i
Cc1cc(NC(=O)CSc2ccc3nnc(-c4cccnc4)n3n2)no1,i,i,i,-0.2,i,i,i,-23,-4,i,i
COc1ccc(Br)cc1/C=N/NC(=O)CNC(=O)/C=C/c1ccccc1,i,i,i,-0.1,i,i,i,23,15,i,i
CCOCc1nnc(NC(=O)CSc2ccccc2)s1,i,i,i,-44,i,i,i,-2,-2,i,i
CC(=O)C1=C(O)C(=O)N(c2ccc(Br)cc2)C1c1ccc(Br)cc1 (centres undefined),i,i,i,1.6,i,i,i,-8,1,i,i
CSc1nnc2c(n1)OC(c1ccc(C(=O)O)cc1)N(C(C)=O)c1ccccc1-2 (centres undefined),i,i,i,-0.1,i,i,i,21,-1,i,i
CCn1cc(C(=O)NC2CCCCC2C)c(=O)c2ccc(C)nc21 (centres undefined),i,i,i,-0.3,i,i,i,nt,0,i,i
CC(=O)/C(=N/Nc1ccccc1)N1CCOCC1,i,i,i,-0.4,i,i,i,-8,-2,i,i

# Single records, as listed above:
# `CC(C)N(Cc1nnc(-c2ccc(Cl)cc2)o1)C(=O)C1=COCCO1` is entered as TRPC6 act = i; TRPC4 inh = i; MrgX1 ag = i; HIF activator = 0.4; RGS4 block = i; MrgX1 antag = i; RGS4 act = i; Platelet DG rel = -5; SKKanGAS inh = -1; MrgX1 allo act = i; TRPC6 inhibitor = i
# `CCn1cc(C(=O)NC2CCCCC2C)c(=O)c2ccc(C)nc21` (centres undefined) is entered as TRPC6 act = i; TRPC4 inh = i; MrgX1 ag = i; HIF activator = -0.3; RGS4 block = i; MrgX1 antag = i; RGS4 act = i; Platelet DG rel = nt; SKKanGAS inh = 0; MrgX1 allo act = i; TRPC6 inhibitor = i

# Next section.
SMILES,TRPC6 act,TRPC4 inh,MrgX1 ag,HIF activator,RGS4 block,MrgX1 antag,RGS4 act,Platelet DG rel,SKKanGAS inh,MrgX1 allo act,TRPC6 inhibitor
COCCn1c(N2CCN(c3ccc(OC)cc3)CC2)nc2c1c(=O)[nH]c(=O)n2C,i,i,i,-1.2,i,i,i,3,-1,i,i
CC(C)c1ccc(C(=O)N2CCN(CCO)CC2)cc1,i,nt,i,0.3,i,i,i,-35,-9,i,i
COc1cc(OC)c2c(c1)C(=O)OC2,i,i,i,0.0,i,i,i,-56,0,i,i
O=C(c1ccc(S(=O)(=O)N2CCOCC2)cc1)N1CCc2ccccc2C1,i,i,i,-0.8,i,i,i,-3,4,i,i
O=C(COC(=O)CCN1C(=O)/C(=C\C=C\c2ccccc2)SC1=S)Nc1ccc(Br)cc1,i,i,i,-2.3,i,i,i,10,3,i,i
O=C(Cc1n[nH]c(=O)[nH]c1=O)N/N=C/c1c(O)ccc2ccccc12,i,i,i,0.1,i,i,i,-3,-2,i,i
CCOC(=O)c1c(-c2ccccc2)oc2ccc(OCC(=O)O)cc12,i,i,i,0.2,i,i,i,0,-10,i,i
COC(=O)[C@@H](NC(=O)N(C1CCCCC1)C1CCCCC1)C(C)C,i,i,i,-0.3,i,i,i,4,2,i,i
CCOc1ccc(NC(=O)Nc2cc(C(C)C)ccc2C)cc1,i,i,nt,-0.8,i,nt,i,-3,-7,nt,i
CC(C)CN(C(=O)COC(=O)c1ccc2ccccc2n1)C1CCS(=O)(=O)C1 (centres undefined),i,i,i,-1.1,i,i,i,0,-7,i,i
COc1ccc(C(=S)N2CCN(C)CC2)cc1,i,i,i,-1.4,i,i,i,-3,0,i,i
Clc1ccc(OCc2nc3ccccc3[nH]2)cc1,i,i,i,3.3,i,i,i,4,3,i,i
O=C(Nc1cccc2ccccc12)N1N=CCC1c1ccccc1 (centres undefined),i,i,i,2.4,i,i,i,3,1,i,i
CCOC(=O)C1=C(C)NC(=O)C(C(N)=O)C12CCCCC2 (centres undefined),i,i,i,0.8,i,i,i,1,1,i,i
CC(=O)O/N=C(/c1nonc1N)N(C)C,i,i,i,0.3,i,i,i,4,3,i,i
CC(=O)Nc1ccc(NC(=O)C(C)Sc2n[nH]c(=O)n2Cc2ccccc2)cc1 (centres undefined),i,i,i,-0.4,i,i,i,1,-6,i,i
C=CCCN(C(CC(C)C)C(=O)OC)S(=O)(=O)c1cc(Br)ccc1Br (centres undefined),i,i,i,0.2,i,i,i,3,20,i,i
O=C(c1ccc(Cl)cc1)c1cnc(Nc2ccccc2)s1,i,i,i,3.2,i,i,i,-6,3,i,i
O=C1CCc2cc(S(=O)(=O)NCCCC(=O)N3CCN(Cc4ccc5c(c4)OCO5)CC3)ccc2N1,i,i,i,0.6,i,i,i,13,4,i,i
N#Cc1ccc(C23CC4(C2)[C@H](CN(Cc2ccc(-c5ccccc5)cc2)[C@@H]4c2ccccc2)C3c2ccc(C(F)(F)F)cc2)cc1 (some centres undefined),i,i,i,-0.1,i,i,i,-2,5,i,i
CC(C)(C)S(=O)(=O)c1ccccc1C(=O)O,i,i,i,-0.1,i,i,i,19,-3,i,i

# Random draw from the library. About 6.1% of those tested had a hit in this group.
